Assay outcomes as filed in PubChem BioAssay.
K1F lysis inhibition = inhibition of K1F phage lysis, E. coli UTI89, bacterial capsule biogenesis inhibitors, alamar blue (AID 488966). E. coli UTI89 K1F phage lysis, alamar blue, 2 h; higher % means a stronger effect. 340,000 tested, 0.02% active. inhibition, % at 100 µM, or IC50 in µM where a hit was titrated;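 active = phage lysis inhibition, versus mean bacterial control, above a set limit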;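 note: capsule biogenesis inhibitors block K1F phage lysis so surviving cells raise fluorescence; higher fluorescence means more inhibition of phage lysis; actives were called in the ten point dose series up to 300 µM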
* hit, by the source's call; [ ] = another dose, or the depositor's remark. An excerpt; rates above refer to the full screens.

SMILES	K1F lysis inhibition
COc1ccc(C=NN=C2c3ccccc3-c3ccccc32)cc1OC	2.6%
COc1ccc(N=Cc2ccccc2O)cc1	1.9%
Cc1ccsc1C(=CCCN1CCC[C@@H](C(=O)O)C1)c1sccc1C	2.6%
Cc1nc(SC(C)C(=O)NCC2CCCO2)c2cc(-c3ccccc3)sc2n1 (stereo not given)	0.3%[50 µM]
CCN(c1ccccc1)S(=O)(=O)c1ccc(Oc2ccc(C(C)=O)cc2OC)nc1	0.0%[50 µM]
Cc1cc(C)c(NC(=O)CN(C)C(=O)C2CC(=O)N(c3cccc4ccccc34)C2)c(C)c1 (stereo not given)	0.9%[50 µM]
C=CCN1C(=O)[C@H]2CCC=C[C@H]2[C@@H]1c1cccc(C)c1	0.1%
Cc1cc(C)n2nc(SCC(=O)Nc3ccc(S(=O)(=O)N(C)C)cc3)nc2n1	0.7%[50 µM]
O=C1N[C@@H](Cc2cn(S(=O)(=O)c3ccc([N+](=O)[O-])cc3)c3ccccc23)C(=O)N[C@H]1Cc1ccccc1	0.6%
CC1CCC(NC(=O)c2ccc(NS(=O)(=O)c3ccc4[nH]c(=O)[nH]c4c3)cc2)CC1 (stereo not given)	0.8%[50 µM]
C=CCC[C@@H](Cc1ccc(F)cc1)C(=O)OC[C@@H](Cc1c[nH]c2ccccc12)NC(=O)[C@@H](CC=C)CC(=O)NCCO	-0.4%
COc1ccc(C(CNC(=O)c2ccc(OC)c(S(=O)(=O)N3CCCC3)c2)N2CCCC2)cc1 (stereo not given)	0.1%[50 µM]
NC(=O)c1ccc(NC(=O)COC(=O)c2ccc(Br)c(S(=O)(=O)N3CCOCC3)c2)cc1	0.3%[50 µM]
S=c1c2[nH]cnc2ncn1CCSc1ncnc2nc[nH]c12	1.4%
CCOc1ccc(NC(=O)c2cc([N+](=O)[O-])ccc2N2CCOCC2)cc1	1.4%
COc1ccc2nc(SCC(=O)c3c(N)n(C4CC4)c(=O)[nH]c3=O)[nH]c2c1	-0.2%[50 µM]
CC[C@H](C)Cc1cn([C@@H](CCCN=C(NC(=O)OC(C)(C)C)NC(=O)OC(C)(C)C)C(=O)NCCCCCCCCCCC(=O)N2CCN(C(=O)OC(C)(C)C)CC2)nn1	2.5%
O=C(CNC(=O)Cc1ccccc1)NCc1cccs1	0.9%[50 µM]
COc1ccc(-c2nn(-c3ccccc3)cc2C(=O)N2CCN(S(=O)(=O)c3ccccc3[N+](=O)[O-])CC2)cc1	0.5%[50 µM]
OC(CN(Cc1ccccc1)Cc1ccccc1)c1ccccc1 (stereo not given)	-2.1%
O=C(COC(=O)c1ccc[n+]([O-])c1)Nc1ccc([N+](=O)[O-])cc1C(F)(F)F	0.8%[50 µM]
C=CCOc1ccc(C=NNc2ccc(S(=O)(=O)Nc3ccccc3C(=O)O)cc2[N+](=O)[O-])cc1OC	-0.6%[50 µM]
Cc1ccc(NC(=O)CSCC(=O)N2CCN(C(=O)c3ccco3)CC2)cc1	1.1%[50 µM]
CSCCCc1cn([C@@H](CO)C(=O)NCCCCCCCCCCC(=O)N2CCNCC2)nn1	0.2%
CCc1cc(C(=O)NCC(c2ccc(OC)cc2)N2CCOCC2)sc1C (stereo not given)	0.6%[50 µM]
CN(C(=O)COC(=O)c1ccc(Br)c([N+](=O)[O-])c1)c1c(N)n(Cc2ccccc2)c(=O)[nH]c1=O	0.3%[50 µM]
CCn1nc(C(=O)NCCc2ccc3c(c2)OCCO3)c2ccccc2c1=O	1.0%
CCCc1cc(=O)[nH]c(SCC(=O)N2CCc3ccccc3C2)n1	0.1%[50 µM]
CCOc1ccc(NC(=O)CN(C)C(=O)/C=C/c2ccco2)cc1OCC	1.0%[50 µM]
CC(C(=O)OCC(=O)NC1CCCC1)N1C(=O)c2ccccc2C1=O (stereo not given)	-0.8%

Fetched one by one from the entries so far (2):
SMILES	K1F lysis inhibition
CC(C(=O)OCC(=O)NC1CCCC1)N1C(=O)c2ccccc2C1=O (stereo not given)	-0.8%
CCOc1ccc(NC(=O)CN(C)C(=O)/C=C/c2ccco2)cc1OCC	1.0%[50 µM]

Next structures.
SMILES	K1F lysis inhibition
CC(=NNC(=S)N(Cc1ccccn1)Cc1ccccn1)c1cnccn1	-0.4%
CN(C(=O)c1cccc(NC(=O)Cc2cccc(NC(=O)C3CCCN(C(=O)CCc4ccccc4)C3)c2)c1)C1CCC1 (stereo not given)	0.1%
COc1ccc(-c2csc(NC(=O)c3c(C)noc3C)n2)cc1F	0.6%[50 µM]
NNC(=O)C1SCCN1S(=O)(=O)c1ccc(Cl)cc1 (stereo not given)	0.8%
COc1ccccc1NC(=O)C(C)OC(=O)/C(=C/c1ccccc1)NC(C)=O (stereo not given)	-0.4%
CN(Cc1ccc(F)cc1)C(=O)C(Cc1ccccc1)NC(=O)c1ccccc1 (stereo not given)	0.5%[50 µM]
CCN1C(=O)[C@H]2[C@@H](c3ccc(-c4ccc(F)cc4)cc3)N[C@@](CC(C)C)(C(=O)OC)[C@H]2C1=O	-1.1%
O=C(NCCS(=O)(=O)N1CCN(c2cccc(Cl)c2)CC1)c1ccco1	1.6%[50 µM]
CC(=O)c1nn(-c2ccc(Cl)cc2)cc1C(=O)c1ccccc1	1.7%
COc1cccc2cc(-c3cn4cccc(C)c4n3)c(=O)oc12	0.2%
O=C(COC(=O)c1ccc[nH]c1=O)NCCCc1ccccc1	0.7%[50 µM]
CCN(C(=O)CSc1cccc[n+]1[O-])c1ccccc1	0.4%[50 µM]
c1ccc(-c2nc(C3CCCCC3)c3ccccc3n2)cc1	2.4%
CCCNC(=O)CCn1cc(-c2ccc(OC)cc2)nc1CCN	2.9%
COc1ccc(CCC(=O)N2CCN(S(=O)(=O)c3cccs3)CC2)cc1	0.6%[50 µM]
Cn1nc(C(=O)NNC(=O)Cc2ccc(S(=O)(=O)N3CCOCC3)s2)c2ccccc2c1=O	0.7%
CCOC(=O)[C@H]1[C@H]2COc3ccc(C)cc3[C@@H]2N2C(=O)c3ccc(Cl)cc3NC(=O)[C@@]12C	1.1%
COc1ccc(S(=O)(=O)N2CCCCCC2)cc1C(=O)OCc1cccc(OC)c1OC	0.0%[50 µM]
O=P(NC1CCCCC1)(c1ccccc1)c1ccccc1	1.8%
COc1ccc(C(CNC(=O)c2cccc(NS(=O)(=O)c3ccc(Br)cc3)c2)N(C)C)cc1 (stereo not given)	1.8%[50 µM]
COc1cc(CC(=O)OCC(=O)Nc2ccccc2C#N)cc(OC)c1OC	0.8%[50 µM]
O=C(NCCc1ccc(F)cc1)c1ccc(Cl)c(S(=O)(=O)N2CCOCC2)c1	0.4%[50 µM]
CCCCCCSc1ccc([C@@H]2[C@H]3C(=O)N(C)C(=O)[C@H]3[C@]3(C(=O)OC)CCCCN23)cc1	-0.5%
CC(Sc1nnnn1C)C(=O)Nc1nc(-c2ccc(F)c(F)c2)cs1 (stereo not given)	0.2%[50 µM]
COc1ccc(CC(=O)Oc2ccccc2Cl)cc1S(=O)(=O)N1CCOCC1	0.7%[50 µM]
COc1ccc(CCNC(=O)c2cc3c(cc2Cl)N2CCCCCC2=NS3(=O)=O)cc1	1.1%[50 µM]
CCc1ccc(NC(=O)C(C)OC(=O)/C=C/c2ccc(O)c(OC)c2)cc1 (stereo not given)	-2.2%
COc1ccc(NS(=O)(=O)c2cccc(C(=O)O)c2)cc1S(=O)(=O)N1CCCCC1	0.3%[50 µM]
COc1cc(/C=C2/N=C(c3ccccc3)OC2=O)c(F)cc1OCc1ccccc1	-0.9%
COC(=O)[C@H]1[C@H]2C[C@@H]3c4[nH]c5cc(OC)ccc5c4CCN3C[C@H]2C[C@@H](OC(=O)/C=C/c2cc(OC)c(OC)c(OC)c2)[C@@H]1OC	7.7%
COc1ccc(N2CCN(C(=O)Cc3csc(NC(=O)Nc4ccccc4OC)n3)CC2)cc1	0.8%[50 µM]
O=C(C[C@@H]1C/C=C\C[C@@H](Cc2ccc(F)cc2)C(=O)OC[C@@H](Cc2c[nH]c3ccccc23)NC1=O)NCCO	0.5%
CC(=O)c1ccccc1NC(=O)COC(=O)CSCC(=O)Nc1cc(C)on1	1.3%[50 µM]
O=C(NCCc1ccccc1)C(=O)NCCC1CCCCN1S(=O)(=O)c1cccs1 (stereo not given)	-0.5%
COCCN(C(=O)COC(=O)C1CC1)c1c(N)n(Cc2ccccc2)c(=O)[nH]c1=O	1.4%[50 µM]
O=C1c2ccccc2C(=O)N1CCCCCCN1C(=O)c2ccccc2C1=O	2.1%
COc1ccc(C(=O)OCC(=O)NCc2cccs2)c(OC)c1OC	0.4%[50 µM]
Cc1cnc(C(=O)OC(C)C(=O)NCc2ccccc2)cn1 (stereo not given)	0.8%[50 µM]
CC(C)Cc1nnc(NC(=O)c2cccc(S(=O)(=O)N3CCN(C)CC3)c2)s1	-0.2%[50 µM]
CC1CCCCC12NC(=O)N(CC(=O)Nc1nccs1)C2=O (stereo not given)	2.1%
COc1ccc(Cl)cc1NC(=O)Cn1c(C)csc1=O	0.7%[50 µM]
C/C=C/C1=CC(=O)C[C@H](c2ccc(F)cc2)C1	0.5%
CCOC(=O)c1c(C)[nH]c(C)c1C(=O)COC(=O)/C=C/c1ccc(OC)cc1	-0.4%[50 µM]
N#CCCN(C(=O)COC(=O)CCc1c[nH]c2ccccc12)c1ccc(F)cc1	0.9%[50 µM]
CCCCN(C(=O)C(C)Oc1ccc(Cl)cc1)c1c(N)n(CCCC)c(=O)[nH]c1=O (stereo not given)	3.0%
COc1ccc(Cl)cc1NC(=O)CN(C)C(=O)Cn1cnc2c1c(=O)n(C)c(=O)n2C	1.1%[50 µM]
Cc1ccc2c(c1)/C(=N/OS(=O)(=O)c1ccccc1)CCS2	0.2%
O=S(=O)(c1ccc(=S)[nH]c1)N1CCOCC1	-0.6%[50 µM]
O=C(NN=Cc1ccc(F)cc1)C1CC1	-1.7%
CN(Cc1ccccc1)C(=O)c1[nH]cnc1C(=O)Nc1ccon1	0.5%
(continued)
SMILES	K1F lysis inhibition
CSc1ccccc1NC(=O)CN(C)C(=O)Cc1c[nH]c2ccccc12	-1.9%
COc1ccccc1CNC(=O)COC(=O)c1c[nH]c2ccccc12	0.5%[50 µM]
Cc1noc(C)c1NC(=O)Nc1ccc2c(c1)C(=O)N([C@H](C)CO)C[C@H](C)[C@@H](CN(C)S(=O)(=O)c1cn(C)cn1)O2	0.2%
Cc1ccc(C)c(NC(=O)Cn2ccn(-c3ccc4c(c3)OCO4)c(=O)c2=O)c1	1.5%[50 µM]
O=C(COC(=O)C(Cc1ccccc1)NC(=O)c1cccs1)NCc1ccccc1 (stereo not given)	-0.1%[50 µM]
CC(C)(C)c1ccc(C(=O)NCC2CCCN2S(=O)(=O)c2ccccc2)cc1 (stereo not given)	1.8%[50 µM]
COc1cccc(-c2sc3ccc(OC)cc3c2-c2ccc(C(N)=O)cc2)c1	0.7%
CN(C(=O)c1cccc(NC(=O)Cc2cccc([N+](=O)[O-])c2)c1)C1CCCC1	-0.2%
O=C(OCc1ccc([N+](=O)[O-])cc1)C1CC(=O)N(Cc2ccccc2)C1 (stereo not given)	1.7%
CCOC(=O)c1nn(C)c2[nH]c(=O)n(C)c(=O)c12	-1.2%
Cc1ccc(C2(C)NC(=O)N(CC(=O)NNC(=O)c3ccccc3F)C2=O)cc1 (stereo not given)	-0.1%
Cc1onc(-c2ccccc2)c1C(=O)NC1CCC(C)CC1 (stereo not given)	0.7%[50 µM]
Cc1cn([C@H]2C[C@H](O)[C@@H](CCC(=O)NCCN3CCCCC3)O2)c(=O)[nH]c1=O	0.1%
C[C@H](NC(=O)c1ncn(C)c1C(=O)N[C@@H](C)c1ccccc1)c1ccccc1	1.8%
CC(C)C(NC(=O)c1ccc(F)cc1)C(=O)NC1(C)CCS(=O)(=O)C1 (stereo not given)	0.4%[50 µM]
CN(CC(=O)Nc1c(Cl)cccc1Cl)C(=O)C1=COCCO1	0.7%[50 µM]
CCN(C(=O)COC(=O)CCCN1C(=O)c2cccc3cccc(c23)C1=O)C1CCS(=O)(=O)C1 (stereo not given)	1.0%[50 µM]
O=C(NCCc1ccc(F)cc1)c1ccc2nccnc2c1	0.4%[50 µM]
Cc1cc(C(=O)OCC(=O)N2CCCCCC2)ccc1[N+](=O)[O-]	1.7%[50 µM]
CCc1ccccc1OCC(=O)Nc1cc(S(=O)(=O)N2CCOCC2)ccc1N1CCCCC1	-0.1%[50 µM]
O=C(COC(=O)c1c(Cl)ccc(Cl)c1Cl)NCC1CCCO1 (stereo not given)	0.7%[50 µM]
CC(C)COC(=O)OCN1C(=O)CN(CCN2CC(=O)N(COC(=O)OCC(C)C)C(=O)C2)CC1=O	0.7%
Cc1ccccc1CN1C(=O)[C@H]2Cc3c([nH]c4ccccc34)C(C)(C)N2C1=O	0.2%
COc1ccc(S(=O)(=O)N2CCCCCC2)cc1C(=O)N(C)CC(=O)Nc1ccccc1Cl	-1.2%

Of the compounds above, these have two or more sulfur atoms.
SMILES	K1F lysis inhibition
Cc1ccsc1C(=CCCN1CCC[C@@H](C(=O)O)C1)c1sccc1C	2.6%
Cc1nc(SC(C)C(=O)NCC2CCCO2)c2cc(-c3ccccc3)sc2n1 (stereo not given)	0.3%[50 µM]
Cc1cc(C)n2nc(SCC(=O)Nc3ccc(S(=O)(=O)N(C)C)cc3)nc2n1	0.7%[50 µM]
S=c1c2[nH]cnc2ncn1CCSc1ncnc2nc[nH]c12	1.4%
NNC(=O)C1SCCN1S(=O)(=O)c1ccc(Cl)cc1 (stereo not given)	0.8%
COc1ccc(CCC(=O)N2CCN(S(=O)(=O)c3cccs3)CC2)cc1	0.6%[50 µM]
Cn1nc(C(=O)NNC(=O)Cc2ccc(S(=O)(=O)N3CCOCC3)s2)c2ccccc2c1=O	0.7%
CC(Sc1nnnn1C)C(=O)Nc1nc(-c2ccc(F)c(F)c2)cs1 (stereo not given)	0.2%[50 µM]
COc1ccc(NS(=O)(=O)c2cccc(C(=O)O)c2)cc1S(=O)(=O)N1CCCCC1	0.3%[50 µM]
O=C(NCCc1ccccc1)C(=O)NCCC1CCCCN1S(=O)(=O)c1cccs1 (stereo not given)	-0.5%
CC(C)Cc1nnc(NC(=O)c2cccc(S(=O)(=O)N3CCN(C)CC3)c2)s1	-0.2%[50 µM]
Cc1ccc2c(c1)/C(=N/OS(=O)(=O)c1ccccc1)CCS2	0.2%
O=S(=O)(c1ccc(=S)[nH]c1)N1CCOCC1	-0.6%[50 µM]
